hcDAF-12 act: H. contortus DAF-12 activation, primary screen. 1.4% of 370,000 active. HEK293 hcDAF-12 lit1-tk-luc reporter, luminescence; 0% DMSO, 100% Δ7-dafachronic acid. activation, % at 6.8 µM;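 active means activation above the mean of all tested compounds plus 3 SD, cut at about 5.5% in these data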;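 further: 100% = response to 3 µM Δ7-dafachronic acid high control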
DAX1 inh-1: NR0B1 (DAX1) inhibition. P51843. HEK293 Gal4-DAX1 luciferase reporter, luminescence. inhibition, % at 6.75 µM. 0.99% of 340,000 active. AID 504766;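 active means inhibition above the mean over all tested compounds plus 3 SD, cut at about 4.2% in these data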;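 further: 0% = DAX1-transfected cells with DMSO and 100% = empty-vector control cells with DMSO; inhibition shows as a rise in luminescence from relieved DAX1 repression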
Target sequence (P51843 207-470 limits assumed): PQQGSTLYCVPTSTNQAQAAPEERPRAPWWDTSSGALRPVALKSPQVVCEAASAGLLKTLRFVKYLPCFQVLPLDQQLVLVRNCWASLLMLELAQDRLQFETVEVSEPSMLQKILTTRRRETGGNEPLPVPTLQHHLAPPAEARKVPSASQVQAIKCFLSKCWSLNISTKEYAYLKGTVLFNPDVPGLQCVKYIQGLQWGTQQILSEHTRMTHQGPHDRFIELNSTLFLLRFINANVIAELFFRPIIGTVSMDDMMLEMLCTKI
ssDAF12 agonist: activates DAF-12 receptor from parasite S. stercoralis | 1% of 370,000 active | HEK293 ssDAF-12/GRIP1 lit1-tk-luc reporter, luminescence; % of 3 µM dafachronic acid response | activation, % at 6.8 µM | AID 652126;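 active means activation above the mean over all tested compounds plus 3 SD, cut at about 0.9% in these data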;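 further: 0% = DMSO-only wells and 100% = 3 µM delta7-dafachronic acid wells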
ADAM10 inh: inhibits human ADAM10 | inhibition, % at 7 µM | recombinant ADAM10, EDANS/DABCYL FRET peptide cleavage, 3 h | AID 720582 | O14672 | 0.62% of 370,000 active;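 active means inhibition above a per-campaign cutoff equal to the mean of compounds falling between control-based bounds plus 3 SD, cut at about 20% in these data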;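 further: 0% = DMSO wells while the 100% control is not disclosed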
ADAM17 inh: ADAM17 inhibition, QFRET primary screen; P78536; recombinant ADAM17, EDANS/DABCYL FRET peptide cleavage; inhibition, % at 6.95 µM; 0.83% of 370,000 active; AID 720648;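 active means inhibition above the mean of compounds lying between control limits plus 3 SD, set per campaign, cut at about 8.5% in these data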;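 further: 0% = DMSO-only wells as the low control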
GAA850 FXN act: activators of GAA850 frataxin (FXN) promoter | HEK293 lucGAA850 FXN promoter luciferase reporter, 24 h; percent of 10 µM SAHA response | activation, % at 6 µM | 0.56% of 360,000 active;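 active means activation above the average of all compounds screened plus 3 SD, cutoff fixed separately per campaign, cut at about 7.5% in these data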;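 further: 0% = DMSO wells and 100% = 10 µM SAHA wells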
PLC-gamma1 inh: inhibitors of human phospholipase C gamma1; AID 720700; inhibition, % at 12.2 µM; P19174; purified PLC-gamma1, fluorogenic substrate, fluorescence; 0.84% of 370,000 active; in the data active means inhibition above about 9.5%
HGIII-sPLA2 inh: Inhibits HGIII-sPLA2 liposome hydrolysis, primary screen | 0.56% of 370,000 active | inhibition, % at 12.2 µM | Q9NZ20 | QFRET BODIPY PC-A2 liposome hydrolysis, fluorescence | AID 743126;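 active means inhibition above mean plus 3 SD of compounds lying within the high and low control bounds, cut at about 19% in these data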;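 further: 0% = median of test compound wells and 100% = no enzyme DMSO wells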
Target sequence (Q9NZ20 whole entry, looked up): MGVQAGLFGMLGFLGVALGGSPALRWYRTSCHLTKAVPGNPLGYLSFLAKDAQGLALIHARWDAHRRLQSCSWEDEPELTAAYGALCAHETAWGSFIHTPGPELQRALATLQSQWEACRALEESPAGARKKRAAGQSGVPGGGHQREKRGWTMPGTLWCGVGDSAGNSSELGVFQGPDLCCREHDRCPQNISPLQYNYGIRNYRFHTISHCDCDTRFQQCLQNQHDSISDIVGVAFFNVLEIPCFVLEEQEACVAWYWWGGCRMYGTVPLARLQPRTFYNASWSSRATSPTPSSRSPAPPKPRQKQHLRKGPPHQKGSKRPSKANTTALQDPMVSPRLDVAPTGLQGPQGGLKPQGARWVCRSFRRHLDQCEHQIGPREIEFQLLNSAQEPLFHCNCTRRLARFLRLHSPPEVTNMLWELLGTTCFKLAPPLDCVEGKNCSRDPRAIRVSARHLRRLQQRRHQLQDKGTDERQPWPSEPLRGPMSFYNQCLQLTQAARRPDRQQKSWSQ
hgDAF12 agonist: activates the H. glycines DAF-12 receptor ligand-binding domain. AID 687014. 1.8% of 370,000 active. activation, % at 6.8 µM. HEK293 GAL4-hgDAF12 UAS-luciferase reporter, agonist luminescence; normalized to butyrate control;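 active means activation above a cutoff set at the mean of all screened compounds plus 3 SD, cut at about 10% in these data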;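 further: 0% = DMSO wells and 100% = sodium butyrate wells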
DAX1 inh-2: DAX1 (NR0B1) inhibition, primary screen; HEK293T StAR-luciferase reporter, SF-1/DAX-1 repression relief; inhibition, % at 6.8 µM; 1.1% of 370,000 active; AID 652010;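 active means inhibition above the mean over all tested compounds plus 3 SD, cut at about 3.6% in these data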;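 further: 0% = DAX-1 cells with DMSO and 100% = cells lacking DAX-1 with DMSO; higher inhibition means more luminescence from relief of DAX-1 repression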
PLC-beta3 inh: inhibitors of human phospholipase C beta3; AID 720704; 0.18% of 370,000 active; inhibition, % at 12.2 µM; Q01970; Purified PLC-beta3, fluorogenic substrate, fluorescence; in the data active means inhibition above about 11%;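 further: 0% = median of compound wells on plate and 100% = full blocker control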
The depositor's hits bear a star; · = no result given.

SMILES	hcDAF-12 act	DAX1 inh-1	ssDAF12 agonist	ADAM10 inh	ADAM17 inh	GAA850 FXN act	PLC-gamma1 inh	HGIII-sPLA2 inh	hgDAF12 agonist	DAX1 inh-2	PLC-beta3 inh
O=C(Nc1ccc(F)cc1)C(=O)c1cn(CC(=O)N2CCOCC2)c2ccccc12	-1.4	0.7	-0.2	1	-1	2.4	3	0	6.0	1.2	1
Cc1ccc(C)c(S(=O)(=O)NC(CC(C)C)C(=O)O)c1 (centres undefined)	0.0	-0.4	-1.0	-10	-1	1.6	3	3	0.1	-0.5	1
CCS(=O)(=O)N1CCC(C(=O)Oc2ccccc2Br)CC1	-1.1	-2.3	-1.4	-7	-6	2.1	2	6	-0.2	0.2	-5
CC(C)C(NS(=O)(=O)c1ccc2c(c1)C(C)(C)C(=O)N2C)C(=O)NCc1ccc(F)cc1 (centres undefined)	-0.8	0.3	-1.5	-10	0	-0.4	0	-1	2.5	0.1	2
Cc1ccc(CC(CC(=O)O)C(=O)NCc2ccccc2)cc1 (centres undefined)	-1.4	-0.2	-0.6	1	0	-0.2	1	2	2.8	0.7	0
O=C(CCC(=O)c1cccs1)OCC(=O)c1ccccc1	1.1	0.6	-0.1	-14	-4	-1.7	1	8	3.4	0.7	-2
COC(=O)[C@H](C(C)C)N(Cc1cn(Cc2ccccc2)nn1)S(=O)(=O)c1ccc(F)cc1Br	-2.6	·	-1.8	12	5	·	4	-3	1.7	-0.1	3
COC(=O)[C@@H](NC(=O)Nc1ccccc1F)C(C)C	0.7	1.4	-0.5	1	-5	-2.4	1	8	3.1	-0.5	3
S=C(NCCN1CCOCC1)Nc1ccc(Cl)cc1	-3.0	-0.4	-0.3	-1	-2	2.9	-1	1	-0.2	-0.2	1
COC(=O)c1c(-c2ccc(OC)cc2)c2c(c3c4ccccc4n(S(=O)(=O)c4ccc(C)cc4)c13)C(=O)N(C)C2	1.3	·	0.4	-14	-7	·	-81	11	-0.1	-1.0	-110
CC(C)(C)c1ccc(OCc2ccc(C(=O)N3CCOCC3)o2)cc1	-0.3	-0.7	-1.5	1	2	8.4*	3	-4	-3.0	0.3	0
Brc1ccc(OCc2nnc3n2CCC3)cc1	0.2	-0.6	-0.8	5	-4	1.1	1	6	-1.6	-0.8	-3
O=C(C=CC=Cc1ccccc1)c1ccc([N+](=O)[O-])cc1	-0.2	0.5	-0.3	2	-2	1.2	5	1	1.3	0.4	2
O=C(Nc1c(Cl)cc(Cl)cc1C(=O)NCc1cccnc1)c1ccc(Cl)cc1Cl	0.2	0.8	-0.5	-12	-6	1.8	-5	5	2.9	0.3	-9
O=C(COc1ccc(/C=N/NC(=O)c2ccncc2)cc1)Nc1ccccc1	0.2	1.8	-0.6	-1	0	0.6	-3	1	1.4	0.1	-14
CCn1c(=O)ccc2cc([N+](=O)[O-])ccc21	0.5	0.8	-0.9	1	-1	-1.3	-3	-3	4.6	0.2	1
CC(C)CN(C(=O)COC(=O)Cc1c[nH]c2ccccc12)c1c(N)n(Cc2ccccc2)c(=O)[nH]c1=O	0.9	-0.3	0.1	0	-1	0.2	4	-42	0.8	-0.3	-3
COc1ccccc1CNc1cc(C)ccn1	-0.1	1.5	-1.1	8	-1	2.4	3	-2	-1.7	0.0	-3
Nc1nc2c3ccccc3nc(C3CC3)n2n1	-1.3	-1.3	-1.3	2	-2	6.4	1	10	-2.1	0.2	-1
O=c1nc2n(c3c4c(sc13)CCC4)CCC2	-1.7	0.1	-0.9	9	-1	1.1	0	3	-0.5	-0.8	5
O=C(O)c1ccc2c(c1)C(=O)N(c1ccc(OCc3ccccc3)cc1)C2=O	-0.2	1.9	-1.2	5	1	-0.1	3	2	2.0	0.3	-2
COc1cc(C(=S)N2CCOCC2)ccc1O	-1.2	0.4	-1.2	-7	-8	0.8	1	9	-2.1	-0.3	2
CC(=O)NC1C(OCc2ccccc2)OC(CO)C(OC(C)=O)C1OC(C)=O (centres undefined)	1.2	-0.5	-0.5	6	0	1.5	0	-2	1.4	-0.3	2
Cn1c(=O)n(Cc2ccc(F)cc2)c(=O)c2c1nc1n2CCCN1Cc1ccccc1	1.0	1.2	-1.7	-4	-3	-0.2	-1	3	-0.7	0.3	0
COc1ccc(NC(=O)c2cc(-c3cc(C)ccc3O)n[nH]2)cc1Cl	-0.5	-0.5	-0.6	17	-1	-0.2	5	20*	1.5	-0.5	7
COC(=O)C1CCCN1S(=O)(=O)c1ccccc1NC(=O)c1cc(OC)c(OC)c(OC)c1 (centres undefined)	-0.3	-0.2	-1.8	-1	1	1.8	1	-12	2.2	-0.4	-2
S=c1nc(-c2ccc(Cl)cc2)[nH][nH]1	2.1	1.8	-1.2	6	-4	3.0	0	-3	0.9	-0.3	-3
CCCS(=O)(=O)N1CCN(Cc2ccc(OCc3ccccc3)c(OC)c2)CC1	-3.8	-2.8	-2.5	12	-1	-2.5	0	-23	-4.6	-2.1	-9
CCCc1n[nH]c2c1/C(=N\O)CCC2	-1.2	0.8	-0.8	-2	-6	-0.2	0	-2	0.1	-0.5	-1
Cc1ccc2cc(NC(=O)c3ccccc3)ccc2n1	4.9	2.2	0.1	-3	-3	6.4	-8	-6	10	3.6	-9
CCc1cccc(C)c1NC(=O)CCOc1ccccc1	-0.9	0.8	-0.6	-7	-5	-0.9	3	1	0.6	0.4	-2
Cc1cc(C(=O)N2CCCC(N3CCN(c4ccccc4C)CC3)C2)no1 (centres undefined)	-0.5	-0.2	-1.1	-17	-1	3.7	6	11	-2.4	0.2	-1
O=S(=O)(c1ccc(F)cc1)N1CCN(CC(O)COCc2ccccc2)CC1 (centres undefined)	0.4	0.3	-1.6	-8	-8	0.9	1	-1	-1.3	-0.6	-7
COc1ccc(CN2C=C3C(=O)C(C)(OC(=O)C4CCCC4)C(=O)C=C3C=C2c2ccsc2)cc1 (centres undefined)	0.8	-0.9	-0.5	-5	-2	-1.2	-22	1	-0.9	-0.5	-32
Cc1ccc(-c2cc(C(=O)NC3CCN(Cc4ccccc4)CC3)c3ccccc3n2)cc1	0.1	0.4	-1.4	-36	-10	1.3	-7	-3	2.5	2.1	-9
Cc1c(C(=O)O)oc2c(F)cccc12	-2.5	·	-1.0	-1	-2	2.8	-3	4	-3.9	-0.4	-6
O=C(CCN1C(=O)C2CC=C(Cl)CC2C1=O)NCc1ccccc1 (centres undefined)	-1.5	-0.7	-1.5	0	1	0.9	2	-8	-0.4	-0.1	0
COc1ccc(C(=O)NCC(=O)OCC(=O)N2CCC(C)CC2)cc1OC	-2.1	-0.5	-1.5	8	-1	-2.4	-1	-2	1.7	-0.4	-2
CCOc1ccc(/C=C/C(=O)N(CC)CC(=O)Nc2ccc3c(c2)OCCO3)cc1OC	-0.7	0.0	-1.3	-101	-26	1.0	-19	2	-0.5	-4.0	-30
Cc1ccc(CNC(=O)COC(=O)c2cncc(Br)c2)cc1	1.1	0.8	-1.0	0	-4	1.6	-3	1	0.1	0.2	-9
COCC1CCN(Cc2c(C(=O)N3CCN(C4CCCCC4)CC3)nc3ccccn23)C1 (centres undefined)	-0.1	0.4	-0.7	-74	-19	3.1	-29	1	-0.7	0.6	-49
O=C(C1=C(O)C(=O)N(CC2CCCO2)C1c1ccccc1[N+](=O)[O-])c1ccco1 (centres undefined)	5.3	0.7	1.2*	-20	-11	3.0	-108	-4	1.0	0.0	-186
C[C@@H]1CCN(C2CC2)S(=O)(=O)c2c(cccc2N2CCC[C@@H]2CO)O1	-1.1	·	-0.3	-5	-1	·	3	1	1.6	0.2	-3
O=C(Nc1ccccc1)N1CCCN(Cc2ccccc2F)C1	0.1	0.3	-1.3	8	2	-1.1	5	-5	-1.5	0.7	4
COc1ccccc1/C=N/NC(=O)CCSc1ccccc1	3.4	-0.6	-1.1	-2	1	0.1	-2	-2	-0.8	-0.5	0
Cn1nnnc1Sc1ncnc2scc(-c3cccc(C(F)(F)F)c3)c12	-2.9	-4.1	-1.5	-2	-2	-8.8	2	5	-5.5	-1.2	2
CCOC(=O)C(NC(=O)c1ccc(OC)cc1)(OCC1(CC)COC1)C(F)(F)F (centres undefined)	-0.4	-0.6	-1.4	-1	-2	-0.4	-3	5	-2.6	-0.2	5

A draw from above in order of length of the SMILES, lowest first:
SMILES	hcDAF-12 act	DAX1 inh-1	ssDAF12 agonist	ADAM10 inh	ADAM17 inh	GAA850 FXN act	PLC-gamma1 inh	HGIII-sPLA2 inh	hgDAF12 agonist	DAX1 inh-2	PLC-beta3 inh
O=C(Nc1ccccc1)N1CCCN(Cc2ccccc2F)C1	0.1	0.3	-1.3	8	2	-1.1	5	-5	-1.5	0.7	4
Cn1nnnc1Sc1ncnc2scc(-c3cccc(C(F)(F)F)c3)c12	-2.9	-4.1	-1.5	-2	-2	-8.8	2	5	-5.5	-1.2	2
C[C@@H]1CCN(C2CC2)S(=O)(=O)c2c(cccc2N2CCC[C@@H]2CO)O1	-1.1	·	-0.3	-5	-1	·	3	1	1.6	0.2	-3

High-throughput results: PubChem, The Scripps Research Institute Molecular Screening Center
